# Wee1 stabilizer: human Wee1 degradation inhibition, primary screen; actives 1.2% (n = 220,000); AID 1321; reporter increase, % at 5 µM; HeLa Luc-Wee1K328M stability, luciferase luminescence; 100% = proteasome inhibitor MG132 effect; P30291;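 active means activation above the mean of all tested compounds plus 3 SD, set per screening run, cut at about 8.8% in these data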;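 further: cells exposed to compound for 20 h before luminescence read; 0% = DMSO alone and 100% = MG132 at 30 µM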
# eIF4E 4G PPI: blocks eIF4E binding to eIF4G. TR-FRET eIF4E-eIF4GI(517-606) binding, 2 h. inhibition, % at 21.7 µM. actives 0.37% (n = 220,000). AID 782;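 active means inhibition above about 30%, limit read from the data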;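 further: 0% = full FRET control wells and 100% = background wells lacking eIF4GI fragment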
# BaF3 tox: counter-screen for JAK2V617F inhibitors: parental Ba/F3 viability inhibitors | actives 1.1% (n = 220,000) | CellTiter-Glo ATP luminescence | AID 1486 | inhibition, % at 5.6 µM;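 active means inhibition above a per-campaign cutoff, the mean inhibition of all tested compounds plus 3 SD, cut at about 27% in these data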;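 further: 0% = DMSO wells and 100% = JAK Inhibitor I control wells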
# Ba/F3 V617F tox: lowers viability of Ba/F3 cells expressing EpoR and JAK2V617F; ATP luminescence; inhibition, % at 5.6 µM; actives 1.1% (n = 220,000);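 active means inhibition above the campaign mean plus 3 SD over all tested compounds, cut at about 24% in these data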;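 further: cytokine-independent growth of Ba/F3 cells driven by EpoR plus mutant JAK2; 0% = DMSO-treated cells and 100% = JAK inhibitor I control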
# NPY2 pot ag: potentiates or activates human NPY-Y2 receptor. AID 1359. cells expressing NPY-Y2, potentiator/agonist read-out. actives 0.45% (n = 220,000). P49146. activation, % at 3.6 µM; in the data active means activation above about 27%;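 further: cells stimulated with NPY near EC25 plus isoproterenol at EC100; 0% = vehicle plus submaximal agonist and 100% = vehicle plus saturating agonist; some results beyond the cut were filed as inactive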
# Target sequence (P49146 whole entry, looked up): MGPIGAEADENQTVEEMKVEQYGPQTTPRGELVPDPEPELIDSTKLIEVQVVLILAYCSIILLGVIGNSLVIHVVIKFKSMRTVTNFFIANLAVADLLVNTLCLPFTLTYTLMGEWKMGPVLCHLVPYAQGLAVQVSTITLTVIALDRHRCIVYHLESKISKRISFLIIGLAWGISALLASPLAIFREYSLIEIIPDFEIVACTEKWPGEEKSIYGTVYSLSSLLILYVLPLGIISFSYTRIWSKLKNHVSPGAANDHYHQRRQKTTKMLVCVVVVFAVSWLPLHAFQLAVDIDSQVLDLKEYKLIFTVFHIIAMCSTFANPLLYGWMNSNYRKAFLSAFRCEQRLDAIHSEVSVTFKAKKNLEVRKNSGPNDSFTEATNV
# S1P4 agonist: agonists of human S1P4 receptor; S1P4-expressing cell line, agonist reporter assay; actives 0.35% (n = 220,000); activation, % at 4.98 µM; in the data active means activation above about 11%;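 further: 0% = DMSO vehicle and 100% = reference agonist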
# Mdm2 ligase inh: blocks human Mdm2 ubiquitin ligase activity; cell-based MDM2 ubiquitination luciferase reporter, 2 h; 0 = plate control, 100 = twice control, blank-subtracted; signal enhancement, % at 5 µM; actives 0.11% (n = 210,000); Q00987;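 active means signal enhancement of 30% or more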;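 further: luminescence tracks abundance of the self-degrading MDM2-luciferase fusion protein; higher signal means inhibition of MDM2 E3 ligase activity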
# Target sequence (Q00987 whole entry, looked up, the tested form may be a part): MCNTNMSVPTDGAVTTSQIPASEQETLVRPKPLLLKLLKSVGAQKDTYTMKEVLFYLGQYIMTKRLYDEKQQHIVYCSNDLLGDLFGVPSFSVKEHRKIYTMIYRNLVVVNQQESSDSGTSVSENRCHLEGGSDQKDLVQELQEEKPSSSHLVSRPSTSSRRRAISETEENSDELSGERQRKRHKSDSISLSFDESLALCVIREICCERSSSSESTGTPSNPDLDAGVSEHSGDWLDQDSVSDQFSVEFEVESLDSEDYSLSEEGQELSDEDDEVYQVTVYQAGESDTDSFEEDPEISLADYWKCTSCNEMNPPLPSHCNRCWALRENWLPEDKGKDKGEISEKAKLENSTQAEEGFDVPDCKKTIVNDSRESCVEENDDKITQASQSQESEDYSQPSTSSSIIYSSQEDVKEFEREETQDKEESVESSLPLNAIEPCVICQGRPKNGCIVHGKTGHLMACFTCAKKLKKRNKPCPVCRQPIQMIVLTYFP
#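 Timing – 2 h compound exposure at 37 °C · Assay system – mammalian cells stably expressing self-ubiquitinating, self-degrading MDM2 E3–luciferase fusion · Amount – 2000 cells seeded into each well · Measure – % luminescence enhancement versus blank-corrected plate control mean · Measured by – SteadyLite luminescence, 15 min reagent step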
# PERK inh: blocks human PERK kinase. Q9NZJ5. CHO PERK-DD fusion, SEAP luminescence translation reporter. inhibition, % at 5.6 µM. actives 0.17% (n = 220,000). AID 1416;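 active means inhibition above the mean inhibition of all tested compounds plus 3 SD, set separately per screening campaign, cut at about 2.9% in these data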;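 further: PERK kinase domain activated by AP20187 dimerizer at 100 nM; 0% = DMSO with dimerizer and 100% = rapamycin at 8.4 µM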
# S1P4 antagonist: human S1P4 receptor antagonism | actives 0.26% (n = 220,000) | inhibition, % at 4.98 µM | S1P4-expressing cells, antagonist mode, reporter read-out; in the data active means inhibition above about 29%;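 further: 0% = wells stimulated with agonist and 100% = vehicle wells without agonist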
# Numbers without * were called inactive; nt = not tested or not shown; [ ] = remark or other dose.
nr | compound | Wee1 stabilizer | eIF4E 4G PPI | BaF3 tox | Ba/F3 V617F tox | NPY2 pot ag | S1P4 agonist | Mdm2 ligase inh | PERK inh | S1P4 antagonist
1 | CC(C)C(=O)Nc1cccc(NC(=O)c2ccc([N+](=O)[O-])cc2Cl)c1 | 1 | 7 | 7 | -5 | 9 | -0.2 | -11 | 0.5 | -14
2 | O=C(COc1ccc(Br)cc1Br)NC(=S)Nc1cccc(CO)c1 | 11* | -2 | 0 | -3 | 6 | -2.1 | -5 | 0.4 | -2
3 | Cc1ccc(C2=[N+]([O-])C3(CCCCC/C3=N\O)N(O)C2(C)C)o1 (centres undefined) | -3 | -8 | 5 | -1 | 4 | -0.5 | -3 | 1.9 | -4
4 | O=C(CCS(=O)(=O)c1cccc2nonc12)NCc1ccc(Cl)cc1 | -2 | 2 | 5 | 0 | -8 | 0.3 | -13 | 1.4 | 21
5 | C=CCN(CC=C)S(=O)(=O)c1ccc2nc(NC(=O)C(C)C)sc2c1 | 8 | -8 | 76* | 64* | -4 | 1.1 | -1 | -0.3 | -2
6 | COc1ccc(N2CCN(Cc3nnc(-c4ccccc4)o3)CC2)cc1 | 0 | -2 | 4 | -1 | -9 | 2.5 | 3 | 0.4 | -15
7 | N#Cc1cnc2c(-c3ccccc3)c(-c3ccccc3)nn2c1N | -2 | 5 | 1 | 2 | -11 | 0.4 | -21 | 2.1 | 14
8 | COc1ccc(/C=C/c2nc3ccccc3n2Cc2ccc(OC)c(OC)c2)cc1 | 3 | 5 | 5 | -2 | -14 | -2.3 | 5 | -0.3 | 3
9 | CCC(Sc1nc2cc(OC)c(OC)cc2c(=O)n1CCc1ccc(S(N)(=O)=O)cc1)C(=O)NCCOC (centres undefined) | 2 | -3 | 3 | -6 | 2 | 2.0 | -10 | 0.6 | -11
10 | O=S(=O)(c1ccc(OCC(O)CN2CCC(Cc3ccccc3)CC2)cc1)N1CCOCC1 (centres undefined) | -1 | -2 | 8 | 2 | -17 | 1.8 | -16 | -1.3 | -28
11 | CCOc1cc(CNc2ccc3c(c2)CCC3)ccc1O | 0 | 1 | 0 | -2 | -6 | 1.4 | -20 | -0.1 | -9
12 | CC(C)(C)NC(=O)COc1ccccc1C#N | -2 | 0 | 9 | 0 | 3 | 1.2 | -3 | 1.2 | -8
13 | c1ccc(CNC2=NCCC2)nc1 | 6 | 3 | 7 | 0 | -2 | 0.3 | -3 | 0.8 | -10
14 | CC1CCN(CC(O)COCCOc2ccc(Br)cc2)CC1 (centres undefined) | 0 | 9 | 5 | 0 | 2 | -2.7 | -25 | 0.3 | -3
15 | Cn1c(=O)c2c(SCC(=O)N3CCN(c4ccccc4)CC3)nc(C3CC3)nc2n(C)c1=O | -2 | 4 | -2 | 3 | -7 | -0.3 | -23 | 1.0 | -3
16 | CCOC(=O)C1CCCN1C(=O)c1ccc(OC)c(Br)c1 (centres undefined) | -1 | 3 | -1 | -2 | 9 | -2.7 | -7 | 0.5 | -33
17 | O=C(Nc1cccc(-c2nc3ccccc3s2)c1)c1cccs1 | 0 | 16 | 0 | -3 | -4 | 1.0 | 7 | 1.0 | -6
18 | CCCCCNC(=O)c1c[nH]c2ccc(S(=O)(=O)N3CCC4(CC3)OCCO4)cc2c1=O | 0 | 6 | 8 | 3 | -1 | 2.9 | -4 | -0.4 | 8
19 | COc1ccc(NC(C)=O)cc1C#N | 1 | -1 | 12 | 2 | -7 | -0.1 | 1 | 1.3 | 5
20 | CC(=O)N1CCCN(Cc2nc(C3(c4ccc(C)cc4)CCCC3)no2)CC1 | -2 | 1 | 1 | -2 | -16 | 0.5 | -7 | 0.9 | -6
21 | CC(C)c1onc(C(=O)N2CCN(C(c3ccccc3)c3ccccc3)CC2)c1[N+](=O)[O-] | -3 | 2 | 7 | 1 | 4 | 0.8 | nt | 1.1 | 20
22 | CCn1c(CSc2nc3ccccc3s2)nnc1SCC(N)=O | 16* | 9[fluorescence artefact?] | 7 | 2 | -1 | 0.3 | -8 | 0.9 | -4
23 | COc1ccc(NS(=O)(=O)c2cccc(NC(=O)c3cnccn3)c2)cc1Br | 4 | 0 | 11 | -1 | -2 | -0.8 | -33 | 1.9 | -5
24 | CCN1C(=O)/C(=C\c2nc3ccccc3c(=O)n2-c2ccccc2)c2ccccc21 | 2 | -6[fluorescence artefact?] | 2 | -1 | -5 | 0.3 | 6 | -1.3 | -8
25 | COc1ccc(C(=O)C2CCCN(C(=O)Cn3nc(C)cc3C)C2)cc1F (centres undefined) | 3 | -3 | -1 | -3 | -15 | -0.7 | -9 | -1.1 | -12
26 | C=CCNC(=O)c1ccc(-c2nc(-c3ccc(Cl)cc3Cl)cs2)cc1 | 1 | 0 | 4 | -2 | -14 | 0.4 | -4 | 1.6 | 4
27 | Brc1cccc(C2CC(c3ccccc3)n3nnnc3N2)c1 (centres undefined) | 0 | 34* | 1 | -1 | -15 | 0.5 | -41 | 0.1 | -7
28 | CCOC(=O)C1(Cc2ccccc2C(F)(F)F)CCN(C(C)COC)CC1 (centres undefined) | 2 | -2 | 6 | -1 | -7 | -0.1 | -1 | 1.1 | -2
29 | CS(=O)(=O)N(CC(=O)NCc1ccccc1Cl)c1cccc([N+](=O)[O-])c1 | 0 | 3 | 4 | 0 | 2 | 4.6 | 0 | -1.6 | -19
30 | O=c1[nH]c2ccccc2nc1-c1ccccc1 | -1 | 3 | 2 | 5 | 2 | 2.5 | -3 | -1.7 | 4
31 | Cc1c(C(=O)N/N=C/c2ccc(-c3ccccc3[N+](=O)[O-])o2)sc(N)c1C#N | -1 | 5 | 7 | 5 | 2 | -1.8 | -10 | 0.0 | -4
32 | Cc1c(Cl)cccc1NC(=O)Nc1ccc(C(N)=O)cc1 | -2 | -1 | 9 | 4 | -11 | 1.0 | 11 | 0.3 | -2
33 | CCCS/C(N)=N/N=C/c1cc(C)ccc1O | 5 | -1[fluorescence artefact?] | 4 | 0 | -6 | 0.4 | nt | 0.5 | -8
34 | C=CCc1ccccc1OCC(O)CN1CCN(c2ccccc2F)CC1 (centres undefined) | -1 | 1 | 0 | -4 | 87* | -1.0 | -22 | 0.5 | 13
35 | COc1ccc(Cc2n[nH]c(=O)c3ccccc23)cc1OC | -2 | -4[fluorescence artefact?] | 6 | 3 | -27 | 0.5 | -7 | -0.9 | -20
36 | Cc1ccc(NC(=O)Cc2n[nH]c(=S)n2C)cc1 | 2 | 2 | 8 | 4 | -11 | 0.6 | 11 | 0.3 | 10

# The final 6 entries of the section before open the next one:
nr | compound | Wee1 stabilizer | eIF4E 4G PPI | BaF3 tox | Ba/F3 V617F tox | NPY2 pot ag | S1P4 agonist | Mdm2 ligase inh | PERK inh | S1P4 antagonist
31 | Cc1c(C(=O)N/N=C/c2ccc(-c3ccccc3[N+](=O)[O-])o2)sc(N)c1C#N | -1 | 5 | 7 | 5 | 2 | -1.8 | -10 | 0.0 | -4
32 | Cc1c(Cl)cccc1NC(=O)Nc1ccc(C(N)=O)cc1 | -2 | -1 | 9 | 4 | -11 | 1.0 | 11 | 0.3 | -2
33 | CCCS/C(N)=N/N=C/c1cc(C)ccc1O | 5 | -1[fluorescence artefact?] | 4 | 0 | -6 | 0.4 | nt | 0.5 | -8
34 | C=CCc1ccccc1OCC(O)CN1CCN(c2ccccc2F)CC1 (centres undefined) | -1 | 1 | 0 | -4 | 87* | -1.0 | -22 | 0.5 | 13
35 | COc1ccc(Cc2n[nH]c(=O)c3ccccc23)cc1OC | -2 | -4[fluorescence artefact?] | 6 | 3 | -27 | 0.5 | -7 | -0.9 | -20
36 | Cc1ccc(NC(=O)Cc2n[nH]c(=S)n2C)cc1 | 2 | 2 | 8 | 4 | -11 | 0.6 | 11 | 0.3 | 10
37 | CC(c1ccccc1)N1CNc2c(c(=O)n(C)c(=O)n2C)C1 (centres undefined) | 1 | -3 | 3 | 0 | -4 | 1.6 | -15 | -0.1 | -16
38 | Cc1cccc(C=Nc2ccccc2C(N)=O)c1 | 1 | -3[fluorescence artefact?] | 9 | 9 | -10 | -2.2 | -12 | 0.2 | -1
39 | COc1nc(-c2ccncc2)nc2ccccc12 | -2 | -8 | 4 | 4 | 0 | 1.3 | 3 | -0.4 | -27
40 | O=C(O)CCC(=O)Nc1ccc(OCC(=O)O)cc1 | 2 | -4 | 5 | 4 | -7 | 0.0 | 0 | -0.2 | 2
41 | CN1CCN(C(=O)c2cn(-c3ccccc3)nc2-c2cccnc2)CC1 | -1 | -10[fluorescence artefact?] | 3 | -2 | 8 | -0.8 | 0 | -0.7 | 1
42 | Cc1ccnc(SCCn2c(N3CCC(C)CC3)nc3c2c(=O)n(C)c(=O)n3C)n1 | -2 | nt | 7 | -2 | 10 | -2.9 | nt | 0.8 | -26
43 | CS(=O)(=O)N(CC(=O)N/N=C/c1cc2c(cc1Br)OCO2)c1ccccc1Br | -2 | 5 | 4 | 0 | -18 | 0.7 | 2 | -0.8 | 9
44 | CCOc1ccccc1OCC(=O)NNC(=O)Cn1cnc2c1c(=O)n(C)c(=O)n2C | -3 | 0 | 5 | -1 | 13 | 1.2 | 1 | 1.2 | -63
45 | COc1cc(C(=O)O)ccc1OCC(=O)N1CCOCC1 | 1 | -2 | 1 | -1 | -4 | 1.7 | -4 | 0.6 | 0
46 | COc1ccc(S(=O)(=O)CCC(=O)Nc2c(C)n(C)n(-c3ccccc3)c2=O)cc1 | -2 | 5 | 2 | -2 | -3 | -0.1 | -15 | 0.8 | -23
47 | O=C(CN1C(=O)c2ccccc2S1(=O)=O)c1ccc2c(c1)OCCO2 | -6 | -2 | 0 | 4 | -24 | -0.8 | -83 | 0.5 | 8
48 | Cc1ccc(-n2nc3c(c2NC(=O)c2c(-c4ccccc4Cl)noc2C)CS(=O)(=O)C3)c(C)c1 | 1 | -12 | 1 | -3 | 4 | 0.1 | -5 | -1.3 | 14
49 | O=C(CN(Cc1ccco1)C(=O)CNS(=O)(=O)c1ccc(Cl)cc1)NCC1CCCO1 (centres undefined) | -1 | 8 | -2 | -4 | 6 | 0.1 | -8 | 1.2 | 6
50 | COC(=O)c1ccc(SC)cn1 | -1 | 23 | 3 | -1 | 12 | 2.0 | 5 | 0.6 | -16
51 | O=C(CN1CCC(C(=O)c2ccc(Cl)cc2)CC1)Nc1ccc2c(c1)OCCO2 | 1 | 5 | 6 | -1 | 7 | 1.4 | -32 | -0.3 | -6
52 | O=C(CN(Cc1ccco1)S(=O)(=O)c1ccccc1)N/N=C/c1cccc(O)c1 | 2 | 2 | 3 | 1 | -17 | 1.1 | -1 | 0.5 | 18
53 | CC(=O)Nc1ccc(N2CC(C)(C)C2=O)cc1 | -1 | 2 | 6 | -3 | -5 | 0.8 | 0 | 1.3 | -10
54 | CCc1ccc(NC(=O)c2ccc(OC)c([N+](=O)[O-])c2)cc1 | 2 | 2 | 4 | -1 | 2 | 0.1 | -8 | -0.5 | -10
55 | CCc1ccccc1NC(=S)N(CCCN1CCOCC1)Cc1ccccn1 | -2 | -2 | 7 | 3 | 3 | 1.5 | -10 | -0.1 | 1
56 | Cc1csc(SCC(=O)Nc2cccc3nsnc23)n1 | -1 | -3 | 8 | 6 | -27 | 1.2 | 3 | 1.0 | -14
57 | O=C(O)c1cccc(S(=O)(=O)NCCC(c2ccccc2)c2ccccc2)c1 | 1 | 6 | 1 | -2 | 1 | 6.8 | -2 | 0.7 | 6

# Compound activity deposited in PubChem by several laboratories.
